APOBEC3G inh = APOBEC3G (human) deaminase inhibition. Q9HC16. recombinant A3G, ssDNA deamination FAM/TAMRA fluorescence. inhibition, % at 20 µM. actives 0.28% (n = 330,000). AID 493012;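 active = inhibition of at least 40% at 20 µM, with no more than 30% in the related APOBEC3A deaminase screen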;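 note: plate controls were DMSO wells with A3G for no effect and wells lacking A3G enzyme for full effect; some compounds called inactive have numbers as strong as hits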
Target sequence (Q9HC16 whole entry, looked up): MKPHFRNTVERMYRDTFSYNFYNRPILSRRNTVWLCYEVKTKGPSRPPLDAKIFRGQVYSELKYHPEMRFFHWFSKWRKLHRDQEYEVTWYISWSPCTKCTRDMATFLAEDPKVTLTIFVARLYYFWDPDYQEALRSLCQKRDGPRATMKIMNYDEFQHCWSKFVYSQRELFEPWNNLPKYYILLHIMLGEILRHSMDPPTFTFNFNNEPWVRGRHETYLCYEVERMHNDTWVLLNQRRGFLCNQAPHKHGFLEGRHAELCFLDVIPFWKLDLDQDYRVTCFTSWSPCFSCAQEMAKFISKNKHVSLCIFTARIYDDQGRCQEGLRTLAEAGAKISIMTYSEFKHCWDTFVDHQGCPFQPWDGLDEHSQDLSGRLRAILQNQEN
NLRP3 yeast inh = blocks the NALP3 inflammasome reconstituted in yeast; Yeast reconstituted NLRP3/ASC/caspase-1, beta-gal luminescence, 24 h; inhibition, % at 10 µM; actives 0.39% (n = 330,000); AID 2825;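 active = inhibition of 50% or more; inactive = inhibition below 50%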;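 note: plate controls were induced DMSO wells for no effect and uninduced yeast grown without galactose for full effect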
APOBEC3A inh = inhibitors of human APOBEC3A DNA deaminase; inhibition, % at 20 µM; P31941; recombinant A3A, FAM/TAMRA ssDNA deamination fluorescence; actives 0.41% (n = 330,000);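 active = at least 40% inhibition at 20 µM here, with at most 30% in a related deaminase screen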;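 note: plate controls were A3A with DMSO for no effect and wells lacking A3A enzyme for full effect; some results filed as inactive read as strong as hits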
beta cell repl = inducers of beta-cell replication in MIN6 cells. MIN6 cells proliferation, ATPlite luminescence, 48 h; cells starved in 0.2% serum; 100% = growth in 10% serum. proliferation, % at 10 µM. actives 0.29% (n = 330,000). AID 2380;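 active = compounds whose signal lies at least 3.5 SD above the mean of all wells on their plate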;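 note: 0% = DMSO-treated cells in low-serum medium and 100% = 10% serum control; some compounds called inactive have numbers as strong as hits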
mIAP block = mouse IAP inhibition; AID 2806; inhibition, % at 10 µM; purified mouse IAP, CDP-Star luminescence, 30 min; actives 0.2% (n = 330,000);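 active = inhibition of at least 40% at 10 µM in the primary screen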;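 note: plate controls were DMSO with enzyme for no effect and no enzyme wells for full effect; values of inactives mirror those of a sister screen read the other way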
tim10-1 inh = tim10-1 yeast growth inhibition. S. cerevisiae tim10-1 ts strain growth, BacTiter-Glo, 24 h. inhibition, % at 20 µM. actives 2.2% (n = 330,000);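 active = inhibition of at least 40%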;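 note: mutant grown at 25 °C; 0% = DMSO wells with yeast and 100% = wells holding no yeast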
mIAP act = increases mouse intestinal alkaline phosphatase activity; actives 0.24% (n = 330,000); muIAP, CDP-Star luminescence, 30 min; hits give high values; 1 = vehicle-only enzyme signal, 0 = enzyme-free wells; activation factor at 10 µM;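 active = activation factor of at least 2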; note: the source names both 10 and 20 µM as test concentration; values of inactives mirror those of a sister screen read the other way
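System: mouse IAP enzyme. Reagent: CDP-Star chemiluminescent phosphatase substrate. Benchmarks: DMSO wells, no-enzyme wells. Times: 30 min enzyme-substrate-compound incubation at room temperature. Detection: luminescence from enzymatic CDP-Star hydrolysis. Doses: test compounds delivered from DMSO solution.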
hIAP block = human IAP inhibition. P09923. purified IAP, CDP-Star luminescence, 30 min. inhibition, % at 10 µM. actives 0.12% (n = 330,000). AID 2544;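 active = inhibition reaching a set limit with compound at 10 µM in the primary screen, cut at about 35% in these data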;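 note: plate controls were DMSO wells with enzyme for no effect and no-enzyme buffer wells for full effect; values of inactives mirror those of a sister screen read the other way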
Target sequence (P09923 whole entry, looked up): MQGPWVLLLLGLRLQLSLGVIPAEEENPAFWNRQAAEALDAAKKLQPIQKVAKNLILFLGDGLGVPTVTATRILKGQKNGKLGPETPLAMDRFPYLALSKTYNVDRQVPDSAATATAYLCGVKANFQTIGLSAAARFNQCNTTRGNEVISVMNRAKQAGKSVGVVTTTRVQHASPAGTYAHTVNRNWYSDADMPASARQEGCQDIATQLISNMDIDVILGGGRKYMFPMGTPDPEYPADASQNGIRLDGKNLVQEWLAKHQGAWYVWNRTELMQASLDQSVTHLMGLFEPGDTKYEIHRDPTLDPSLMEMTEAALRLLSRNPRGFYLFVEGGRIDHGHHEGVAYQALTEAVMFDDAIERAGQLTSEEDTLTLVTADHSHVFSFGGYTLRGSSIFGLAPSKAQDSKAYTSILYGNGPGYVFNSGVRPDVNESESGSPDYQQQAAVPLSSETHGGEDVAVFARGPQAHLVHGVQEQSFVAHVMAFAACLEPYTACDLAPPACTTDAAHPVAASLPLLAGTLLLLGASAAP
TIM10 inh = TIM10 yeast growth inhibition; actives 1.4% (n = 330,000); inhibition, % at 10 µM; S. cerevisiae TIM10 strain growth, BacTiter-Glo luminescence, 24 h;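 active = inhibition of 40% or more at the single tested concentration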;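 note: wild-type TIM10 isogenic control strain grown at permissive 25 °C; 0% = DMSO yeast wells and 100% = minimal medium wells without yeast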
An asterisk follows results filed as active; . = no result given. Rows were taken by chance. About 4.6% of those tested had a hit in this group.

SMILES | APOBEC3G inh | NLRP3 yeast inh | APOBEC3A inh | beta cell repl | mIAP block | tim10-1 inh | mIAP act | hIAP block | TIM10 inh
OC(COCc1ccccc1)CN1CCN(Cc2ccc3c(c2)OCO3)CC1 (stereo not given) | -4 | 12 | -1 | -1 | 3 | -8 | 0.97 | 2 | -2
COc1cccc(/C=N/N2CCN(c3ccncc3S(=O)(=O)N3CCCCC3)CC2)c1 | -7 | -1 | 4 | 2 | -9 | 20 | 1.1 | 20 | 9
O=C(CN(Cc1ccccc1)C(=O)CCC(=O)Nc1nccs1)NCc1ccco1 | 6 | 18 | -5 | -1 | -5 | 18 | 1.1 | -20 | 4
O=C(C1CC1)N1CCC(C(O)(c2ccccc2)c2ccccc2)CC1 | 4 | 7 | -4 | -3 | 7 | 27 | 0.93 | -55 | 7
COc1ccc(N(Cc2cc3ccc(C)cc3[nH]c2=O)S(=O)(=O)c2ccccc2)cc1 | -9 | 12 | -5 | -6 | 6 | 24 | 0.94 | 2 | 12
Cc1ccc(OCCN(C)C(=O)C2CCC(=O)N(CCCN3CCCC3=O)C2)cc1 (stereo not given) | -5 | 20 | -3 | -2 | 2 | -8 | 0.98 | 8 | 8
COC(=O)c1scc(S(=O)(=O)c2ccccc2)c1N | -2 | 9 | 6 | 0 | -3 | 9 | 1 | 6 | 12
Cn1c(=NC(=O)CSCC(=O)N2CCCC2)sc2ccccc21 | -4 | -1 | -1 | -1 | -6 | 0 | 1.1 | 1 | 4
CCCc1c(C(=O)Nc2ccc(C(F)(F)F)cc2)cnn1-c1ccccc1 | 6 | 13 | 8 | -2 | -11 | 9 | 1.1 | -36 | 2
COc1cccc(C2N(c3ccccn3)C(=O)C3CCCN32)c1OC (stereo not given) | -5 | 4 | -5 | -2 | -5 | -1 | 1 | -8 | 1
CC1=CC2=NC(=O)CC(C)(C(=O)N(CC(=O)NC3CCCC3)Cc3ccc(Cl)cc3)N2C=C1 (stereo not given) | -6 | 4 | 0 | -1 | 3 | 8 | 0.97 | 6 | 14
O=C(Nc1ccc(F)cc1)c1cccnc1N1CCOCC1 | -1 | 0 | 1 | -4 | -6 | 14 | 1.1 | -13 | 7
Cc1nn(C)c(C)c1-c1c(C#N)c(N)nc2c1CCCCCC2 | 0 | -6 | 1 | -1 | 0 | 12 | 1 | 2 | 2
Cc1nn(CCC#N)c(NC(=O)c2ccc(Cl)cc2Cl)c1P(=O)(Nc1ccc([N+](=O)[O-])cc1)N1CCOCC1 (stereo not given) | -4 | 9 | -1 | 0 | 6 | 8 | 0.94 | 12 | 0
CCc1cc2c(=O)c(-c3cnn(-c4ccccc4)c3)c(C)oc2cc1OCC(=O)Nc1cccc(C)c1 | -2 | 8 | 1 | 0 | -11 | 7 | 1.1 | 25 | 4
O=C(CC(Sc1ccccc1)c1cccs1)c1ccco1 (stereo not given) | 3 | -39 | 4 | -4 | 16 | 22 | 0.84 | -12 | -6
O=C1c2ccccc2CCc2ccc(Br)cc21 | -3 | 15 | 0 | -3 | 0 | 4 | 1 | 9 | -3
CCOC(=O)Cn1nc(-c2ccccc2)c2cnc3ccc(C)cc3c21 | -12 | 6 | -3 | 7 | -8 | 12 | 1.1 | 22 | 7
COc1ccc(N/C(N)=N/c2nc(CSc3ccc(Cl)cc3)cc(=O)[nH]2)cc1 | 4 | 8 | 4 | 0 | -2 | 1 | 1 | -7 | -10
O=C(c1ccco1)N1CCN(C(=O)c2cc(-c3ccncc3)nc3ccc(Br)cc23)CC1 | 11 | 19 | 4 | -3 | -8 | 23 | 1.1 | -14 | -1
O=S1(=O)N[C@@H](Cc2ccccc2)COc2cc(Br)ccc21 | 10 | . | 2 | . | -14 | 26 | 1.1 | . | 3
Cc1ccccc1C(OCC(O)CN1CCN(CCO)CC1)c1ccccc1 (stereo not given) | -8 | 19 | -3 | 0 | 5 | -5 | 0.95 | 4 | 2
NC(=O)CC(NC(=O)c1ccc(Br)cc1)c1ccc(N2CCN(c3ccccc3)CC2)c([N+](=O)[O-])c1 (stereo not given) | -2 | 25 | -1 | -8 | 4 | 6 | 0.95 | -3 | -2
CCCn1c(=O)c(C(=O)Nc2ncccc2C)c(O)c2ccccc21 | -6 | 10 | 0 | -4 | 6 | -13 | 0.94 | 11 | 7
Cc1cc(C)n(CC(=O)NNC(=O)c2cncc(Br)c2)n1 | 1 | 10 | 0 | -1 | 8 | -17 | 0.92 | -12 | -5
COCCN(C(=O)CSc1nc2ccccc2c(=O)n1C(C)COC)c1c(N)n(Cc2ccccc2)c(=O)[nH]c1=O (stereo not given) | -7 | 10 | -2 | 2 | 2 | 5 | 0.98 | 12 | 12
COc1ccc(C2C3=C(CCCC3=O)N(CC(=O)O)C3=C2C(=O)CCC3)cc1Cl | 5 | -4 | 8 | 2 | 4 | -5 | 0.96 | -6 | 7
COc1ccccc1CNC(=O)CN1C(=O)N(C)C2(CCCCC2)C1=O | 0 | 17 | 4 | 0 | -2 | 8 | 1 | -12 | 13
CC(=O)c1c(C)[nH]c(C(=O)NCCc2cccc(C)c2)c1C | -6 | 12 | -5 | -1 | -14 | 20 | 1.1 | -12 | 6
COc1cccc(NCc2nnc(SCC(=O)N(C)C3CCS(=O)(=O)C3)n2C2CCCCC2)c1 (stereo not given) | -2 | 3 | 1 | 5 | 2 | -4 | 0.97 | 7 | 4
CC(C)C[C@H](NC(=O)N1CCn2c1nc1ccccc12)C(=O)N[C@@H](Cc1ccccc1)C(=O)O | 13 | 15 | 0 | -1 | 14 | 5 | 0.85 | 6 | 0
Cn1nc(C(=O)NCc2ccccc2Cl)c2c1-c1ccccc1S(=O)(=O)C2 | -7 | -4 | -4 | 1 | -3 | -16 | 1 | -18 | -12
COc1ccc(C(=O)Nc2ccc(C3CC3(Cl)Cl)cc2)cc1 (stereo not given) | 1 | -4 | 5 | -1 | 1 | 1 | 0.99 | -2 | 3
Cc1nc2c(ncn2-c2ccccc2)c(=O)n1NC(=O)CN1CCN(C)CC1 | -7 | 3 | -2 | -1 | 15 | -14 | 0.85 | 8 | 4
COc1cccc2c(=O)cc(C)n(CC(=O)Nc3ccc(Br)cc3)c12 | -7 | 27 | -3 | 1 | -22 | -40 | 1.2 | 7 | -11
CCOC(=O)/C(C#N)=C/c1c(N2CCN(CC)CC2)nc2c(C)cccn2c1=O | -1 | -1 | 4 | -3 | 3 | -2 | 0.97 | -2 | 10

Part of the list above, with values under each structure:
Value order – APOBEC3G inh | NLRP3 yeast inh | APOBEC3A inh | beta cell repl | mIAP block | tim10-1 inh | mIAP act | hIAP block | TIM10 inh
COc1ccc(C2C3=C(CCCC3=O)N(CC(=O)O)C3=C2C(=O)CCC3)cc1Cl
→ 5 | -4 | 8 | 2 | 4 | -5 | 0.96 | -6 | 7
COc1ccccc1CNC(=O)CN1C(=O)N(C)C2(CCCCC2)C1=O
→ 0 | 17 | 4 | 0 | -2 | 8 | 1 | -12 | 13
CC(=O)c1c(C)[nH]c(C(=O)NCCc2cccc(C)c2)c1C
→ -6 | 12 | -5 | -1 | -14 | 20 | 1.1 | -12 | 6
COc1cccc(NCc2nnc(SCC(=O)N(C)C3CCS(=O)(=O)C3)n2C2CCCCC2)c1 (stereo not given)
→ -2 | 3 | 1 | 5 | 2 | -4 | 0.97 | 7 | 4
CC(C)C[C@H](NC(=O)N1CCn2c1nc1ccccc12)C(=O)N[C@@H](Cc1ccccc1)C(=O)O
→ 13 | 15 | 0 | -1 | 14 | 5 | 0.85 | 6 | 0
Cn1nc(C(=O)NCc2ccccc2Cl)c2c1-c1ccccc1S(=O)(=O)C2
→ -7 | -4 | -4 | 1 | -3 | -16 | 1 | -18 | -12
COc1ccc(C(=O)Nc2ccc(C3CC3(Cl)Cl)cc2)cc1 (stereo not given)
→ 1 | -4 | 5 | -1 | 1 | 1 | 0.99 | -2 | 3
Cc1nc2c(ncn2-c2ccccc2)c(=O)n1NC(=O)CN1CCN(C)CC1
→ -7 | 3 | -2 | -1 | 15 | -14 | 0.85 | 8 | 4
COc1cccc2c(=O)cc(C)n(CC(=O)Nc3ccc(Br)cc3)c12
→ -7 | 27 | -3 | 1 | -22 | -40 | 1.2 | 7 | -11

(listing goes on)
SMILES | APOBEC3G inh | NLRP3 yeast inh | APOBEC3A inh | beta cell repl | mIAP block | tim10-1 inh | mIAP act | hIAP block | TIM10 inh
Cc1csc2ncc(C(=O)Nc3ccc4c(c3)OCCO4)c(=O)n12 | -5 | 18 | 0 | 0 | -6 | 4 | 1.1 | 8 | -12
CCOCCCNC(=O)C1CC(=O)N(CCc2ccccc2)C1 (stereo not given) | -6 | 13 | -2 | -3 | 8 | 4 | 0.93 | -6 | -17
C=CCn1c(SCc2ccc(C(=O)OC)cc2)nnc1-c1sc(N)nc1C | -5 | 4 | -8 | -3 | -8 | 17 | 1.1 | -26 | 9
c1ccc(COc2ccc(CNn3cnnc3)cc2)cc1 | -1 | 13 | 0 | -2 | 2 | 34 | 0.98 | 54* | 26
CCN(CC(=O)Nc1c(F)cccc1F)C(=O)CNC(=O)c1sc2ccccc2c1Cl | -3 | 2 | -1 | 2 | 0 | -3 | 1 | 10 | -4
CCN(CC)CCNc1cc(C)c(C#N)c2nc3ccccc3n12 | -9 | 24 | 0 | 2 | -8 | -28 | 1.1 | -16 | -36
C#CCNC(=O)C1=C[C@H](C)C[C@H](OCc2ccc(CO)cc2)O1 | -5 | 17 | 1 | -6 | -4 | -1 | 1 | -14 | 12
Cc1cccc(N(C)Cc2nnc(-c3cccc(Br)c3)o2)c1 | 3 | 19 | 1 | -5 | -4 | 23 | 1 | -8 | 1
O=C(CSc1ccc2c(c1)OCCO2)NCc1ccccc1 | -2 | 23 | -1 | 2 | 5 | 7 | 0.95 | 11 | 11
O=C(c1cnccn1)N1CCN(S(=O)(=O)c2ccc3ccccc3c2)CC1 | 2 | 10 | 19 | -3 | -3 | 11 | 1 | -13 | -17
Cc1ccccc1NC(=O)Cn1nnc(-c2ccc(CN3CCC(C)CC3)cc2)n1 | 2 | 3 | 5 | 0 | -2 | -3 | 1 | -19 | -26
C=CCn1c(=O)c2ccc(C(=O)NCc3ccccc3)cc2n(Cc2ccccc2Cl)c1=O | -3 | 7 | 0 | -1 | -2 | 4 | 1 | -1 | -2
Cc1cc(C)cc(NC(=O)C(Sc2nnc(C)c(=O)[nH]2)c2ccccc2)c1 (stereo not given) | 0 | 10 | 5 | -4 | 5 | -4 | 0.95 | -1 | -7
CCc1nn(C(C)C(=O)NC2CCCCCC2)c(=O)c2cc3occc3n12 (stereo not given) | -7 | -3 | -4 | -2 | -6 | 41* | 1.1 | -14 | 4
C/C(=N\NC(=O)CCc1ccccc1)C1C(=O)c2ccccc2C1=O | -3 | 16 | -1 | -3 | 13 | 5 | 0.87 | -22 | -3
O=C(NCc1ccc(Cl)cc1)C(=O)NCC1CCCN1S(=O)(=O)c1cccs1 (stereo not given) | -6 | 10 | -2 | -3 | 8 | 5 | 0.92 | 6 | -11
CC(C)N(C(=O)CSc1nnc(NC(=O)c2ccco2)s1)C(C)C | -8 | 11 | 2 | -1 | -3 | 17 | 1 | 5 | 7
COc1ccccc1NS(=O)(=O)c1cccc(NC(=S)NCCN2CCOCC2)c1 | 3 | 1 | 0 | -1 | -3 | -7 | 1 | -2 | -8
CCN(CC)S(=O)(=O)c1ccc2c(c1)c(=O)c(C(=O)N1CCN(c3ccccc3)CC1)cn2C | -6 | -3 | -3 | -2 | 4 | -6 | 0.96 | -2 | 3
